From PubChem
Giardia kill: Giardia lamblia killing; AID 540267; Giardia lamblia trophozoite viability; 340,000 compounds, 0.15% hits; activity change, % at 7.66 µM, hits read low; in the data active = activity change below about -80%; inconclusive = between about -30% and that limit;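 note: parasites exposed to compound for two days anaerobically before the ATP read; % is set by controls: 0 for no effect and ±100 for the full control effect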
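Luminescent ATP signal served as the viability read-out, measured 15-30 min after adding ATP detection reagent to trophozoites that had been incubated with compounds for 48 hrs at 37 deg C anaerobically at 100 cells/well.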
p53 reactivation: mutant p53 re-activation in reporter cells; H1299 p53-A138V BP100-luciferase reporter, luminescence, 24 h; Potency, µM (doses to about 92.2 µM), for inactives: top-dose activity change, positive = activation, most hits filed as activators; 320,000 compounds, 0.063% hits; AID 504706; note: potency is the fitted concentration of half-maximal effect; % of control where 0% means no effect; nearly all actives have a fitted effect of over 45% in size
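H1299 (p53-null), stable ts p53-A138V + BP100-Luc; 1000 cells/well, Opti-MEM/10% FBS; cpd 4 pt, 1:5; 24 h, 37 deg C, 5% CO2; detection reagent 10 min RT; luminescence.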
Menin MLL FP TR: displaces Texas Red mutant MLL peptide from human menin; Potency, µM (top dose mostly 61.6 µM), inactives show top-dose FP activity change, negative = inhibition, usual class: inhibitors; Menin + Texas Red MLL mutant peptide, fluorescence polarization; 270,000 compounds, 0.23% hits; O00255; active = well fitted inhibition curve with a large enough effect in the polarisation, with a control signal flat, not every such curve was filed as active; inconclusive = small, poorly fitted or top-dose-only effect, or effect the other way, or a change in a side signal; inactive = no such curve, though single readings can be large or run the other way; the % refers to the polarisation; note: potency is the fitted concentration of half-maximal effect; % of control where 0% means no effect; many of its hits are not listed in these tables
VP16 counter: counter-screen for ROR gamma inhibitors: Gal4-VP16 reporter; Potency, µM (titrated, usually from 53.6 µM), for the others: at the top dose activity, negative = inhibition, most hits filed as inhibitors; 310,000 compounds, 3.5% hits; Drosophila S2 Gal4-VP16 UAS-luciferase, luminescence, 20 h;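 note: Gal4-VP16 expression switched on by copper sulfate through the metallothionein promoter; potency is the fitted concentration of half-maximal effect; % is set by controls: 0 for no effect and ±100 for the full control effect; nearly all actives have a fitted effect of over 50% in size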
BRCA1 expr up: BRCA1 expression activation. MCF7-BRCA1-FFLuc reporter, luminescence, 48 h; response scale: scaled: vehicle 0%, 10 µM genistein 100%. Potency, µM (top dose mostly 46.1 µM), for the others: at the highest dose activation, actives largely listed as activators. 380,000 compounds, 1.1% hits. AID 624202; note: potency is the fitted concentration of half-maximal effect; nearly all actives have a fitted effect of over 80% in size; some results filed as inactive show a strong effect at the top dose
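Luminescence from a BRCA1-driven firefly luciferase in MCF7 cells was the read-out, taken 15 min after substrate addition following 48 h compound exposure at 37 °C. Data were normalized to a 10 microM genistein control and DMSO vehicle.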
ELG1 genotox: genotoxicity induction in ELG1-luciferase HEK293T cells. 330,000 compounds, 1.3% hits. AID 504466. Potency, µM (doses to about 46 µM), for inactives: at the highest dose activity change, positive = activation, actives largely listed as activators. HEK293T ELG1-luciferase reporter, luminescence, 16 h; note: potency is the fitted concentration of half-maximal effect; % of control where 0% means no effect; nearly all actives have a fitted effect of over 60% in size
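16 hr compound incubation (37 °C, 5% CO2) of HEK293T cells carrying luciferase-tagged ELG1; luciferase then measured by ONE-Glo luminescence after 30 min at RT.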
RORg inh: inhibitors of mouse ROR gamma transcriptional activity; P51450; Potency, µM (series often up to 53.6 µM), for inactives: at the highest dose activity change, negative = inhibition, usual class: inhibitors; AID 2551; Drosophila S2 Gal4-RORgamma UAS-luciferase reporter, 20 h; 310,000 compounds, 5.4% hits; note: potency is the fitted concentration of half-maximal effect; % is set by controls: 0 for no effect and ±100 for the full control effect; nearly all actives have a fitted effect of over 60% in size
Target sequence (P51450 whole entry, looked up, the tested form may be a part): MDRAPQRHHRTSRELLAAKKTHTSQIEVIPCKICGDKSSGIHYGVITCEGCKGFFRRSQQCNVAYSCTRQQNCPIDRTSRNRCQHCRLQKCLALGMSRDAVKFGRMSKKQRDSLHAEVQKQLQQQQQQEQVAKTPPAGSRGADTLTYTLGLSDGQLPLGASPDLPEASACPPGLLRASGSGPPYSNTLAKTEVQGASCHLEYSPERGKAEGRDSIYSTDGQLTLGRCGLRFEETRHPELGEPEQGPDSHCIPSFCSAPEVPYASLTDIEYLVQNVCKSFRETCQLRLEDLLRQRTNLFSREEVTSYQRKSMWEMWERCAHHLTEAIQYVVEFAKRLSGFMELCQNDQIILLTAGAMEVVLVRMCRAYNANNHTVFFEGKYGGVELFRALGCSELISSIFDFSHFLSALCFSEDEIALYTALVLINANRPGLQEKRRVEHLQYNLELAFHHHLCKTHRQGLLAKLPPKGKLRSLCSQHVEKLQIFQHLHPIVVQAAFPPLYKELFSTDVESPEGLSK
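Drosophila Schneider cells stably carrying a metallothionein-driven Gal4 DBD–ROR gamma fusion and a UAS-Photinus luciferase reporter were exposed to compound for 1 hr, then induced with copper sulfate (700 uM final) for 20 hr at ambient temperature before luminescence reading.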
NPC1 prom act: activates the NPC1 promoter. 320,000 compounds, 2.4% hits. Huh7 NPC1 promoter luciferase reporter, 24 h. Potency, µM (highest dose often 9.22 µM), inactives show at the highest dose activation, hits mostly activators;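 note: potency is the fitted concentration of half-maximal effect; % of control where 0% means no effect; nearly all actives have a fitted effect of over 60% in size; reporter is driven by a mutant NPC1 promoter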
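Readout is luciferase luminescence, reflecting NPC1 promoter activation in stably transfected Huh7 cells after 24 h compound exposure at 37 °C in reduced-serum medium with 10% FBS.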
FLuc counter: firefly luciferase modulation, counter-screen for miR-21 project; 360,000 compounds, 6.9% hits; purified FLuc, Km substrates, luminescence inhibition; P08659; Potency, µM (doses to about 57.5 µM), inactives show at the highest dose activity change, negative = inhibition, most hits filed as inhibitors;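 note: potency is the fitted concentration of half-maximal effect; plate controls were vehicle for no effect and reference inhibitor for full effect; nearly all actives have a fitted effect of over 55% in size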
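Purified P. pyralis luciferase, 10 nM final, with Km-level 10 uM D-luciferin and 10 uM ATP in 50 mM Tris acetate pH 7.5, 10 mM Mg acetate, 0.01% Tween-20, 0.05% BSA; 6-point qHTS titration about 60 µM downward; luminescence read.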
PKM2 act: increases activity of human pyruvate kinase M2; P14618; purified PKM2, Kinase-Glo ATP luminescence, activation; response scale: 0% is enzyme alone, no compound; Potency, µM (series often up to 57.5 µM), inactives show top-dose activation, actives largely listed as activators; 260,000 compounds, 0.34% hits; AID 1631; note: potency is the fitted concentration of half-maximal effect; % is set by controls: 0 for no effect and ±100 for the full control effect; nearly all actives have a fitted effect of over 55% in size
Target sequence (P14618 whole entry, looked up): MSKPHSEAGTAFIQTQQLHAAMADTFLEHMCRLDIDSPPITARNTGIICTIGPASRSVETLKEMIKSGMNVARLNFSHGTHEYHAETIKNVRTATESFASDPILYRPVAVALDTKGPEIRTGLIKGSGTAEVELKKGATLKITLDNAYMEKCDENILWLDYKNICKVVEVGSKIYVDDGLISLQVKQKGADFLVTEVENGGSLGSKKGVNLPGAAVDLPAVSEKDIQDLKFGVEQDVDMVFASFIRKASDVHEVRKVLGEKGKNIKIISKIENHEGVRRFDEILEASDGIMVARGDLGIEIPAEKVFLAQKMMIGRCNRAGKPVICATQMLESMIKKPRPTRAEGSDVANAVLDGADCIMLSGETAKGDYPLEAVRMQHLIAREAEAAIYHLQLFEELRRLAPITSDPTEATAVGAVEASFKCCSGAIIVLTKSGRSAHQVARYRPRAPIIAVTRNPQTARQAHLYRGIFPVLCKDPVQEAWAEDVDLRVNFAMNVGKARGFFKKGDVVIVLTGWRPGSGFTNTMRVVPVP
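Kinase-Glo luminescence reports ATP generated from ADP (0.1 mM) and PEP (0.5 mM) by purified hPK-M2 after 1 h at room temperature, pH 7.2 imidazole buffer; intermediate enzyme activity allows detecting inhibitors and activators.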
Rab9 promoter act: activates the Rab9 promoter; 320,000 compounds, 2.8% hits; Huh7 Rab9 promoter-luciferase reporter, luminescence, 24 h; Potency, µM (top dose mostly 9.22 µM), for inactives: at the top dose activation, negative = inhibition, usual class: activators; AID 485297; note: potency is the fitted concentration of half-maximal effect; % of control where 0% means no effect; nearly all actives have a fitted effect of over 60% in size
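Huh7 cells stably carrying Rab9 promoter–luciferase reporter, plated 1500 cells/well, compound added after 2 h and incubated 24 h at 37 °C; luciferase luminescence then read after 10 min with detection reagent.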
The depositor's hits bear a star; ? = inconclusive; nt = not tested or not shown; & = joins results of further samples; [ ] = another dose, or the depositor's remark. Unless noted, calls come from the whole dose curve; as a rule, active = well fitted curve in the direction sought with a large enough effect; inconclusive = small, poorly fitted or top-dose-only effect, or another doubt; inactive = no such curve, though single readings can be large; an effect the other way counts as inactive or inconclusive.

1) O=C(CN1C(=O)CC(c2ccco2)Sc2ccccc21)NC1CCCCC1 (configuration not stated)
2) CCOC(=O)/C(C#N)=N/Nc1ccc(S(=O)(=O)N2CCc3ccccc32)cc1
3) CS(=O)(=O)N(CC(=O)N/N=C/c1ccc(OCC(=O)N2CCOCC2)cc1)c1ccccc1Cl
4) Cc1cccc(CC(C)NC(=O)CCc2nnc(CCCCc3ccccc3)o2)n1 (configuration not stated)
5) Cc1ccc(OCCNC(=O)CNC(=O)c2ccccc2Cl)cc1
6) CCOc1ccc(NC(=O)Cn2ncc3ccccc32)cc1
7) Cc1ccc(C)c(Nc2cc(C)nc(-c3ccccc3O)n2)c1
8) COc1ccc(CC(=O)NNc2ncnc3c2cnn3Cc2ccccc2)cc1OC
Assay by compound | 1 | 2 | 3 | 4 | 5 | 6 | 7 | 8
Giardia kill | -7 | -3 | 11 | -17 | 5 | 16 | -13 | -4
p53 reactivation | -1% | -5% | 0% | -1% | -20% | ? | 8% | -1%
Menin MLL FP TR | ? | ? | -6% | -10% | nt | 7% | 76%[activator] | nt
VP16 counter | 5% | -25% | -7% | -8% | nt | ? | -11% | 1%
BRCA1 expr up | -1% | -38% | 20% | 2% | -34% | ? | -57% | -14%
ELG1 genotox | -1% | -15% | 0% | -2% | 1% | ? | -3% | -1%
RORg inh | 45% | ? | 24% | 19% | nt | 8% | 28% | -6%
NPC1 prom act | 1% | -4% | 4% | -4% | -2% | ? | -24% | 0%
FLuc counter | -13% | -1% | -2% | -2% | 2% | ? | -4% | -5%
PKM2 act | 13% | 12% | 0% | 3% | nt | nt | nt | -4%
Rab9 promoter act | 0% | -3% | 7% | -1% | 3% | ? | -10% | 1%

9) CCOC(=O)N1CCN(Cc2cccs2)CC1
10) COCCSc1nnc(NC(=O)CS(=O)(=O)c2ccc(C)cc2)s1
11) O=C(c1ccc([N+](=O)[O-])cc1)N1CCSC1c1ccc(Cl)cc1 (configuration not stated)
12) CCc1nn(-c2ccccc2)c(=S)c2ccccc12
13) CCCOc1ccc(/C=N/n2nnnc2N)cc1OC
14) CN(C)CCCN(C(=O)CCc1ccccc1)c1nc2ccc(F)cc2s1
15) CC(C)c1ccc(NC(=O)Cn2nnc(C(=O)NCc3ccc4c(c3)OCO4)c2N)cc1
16) COc1cc(C(=S)N2CCOCC2)ccc1OC(=O)c1cccc(C)c1
Assay by compound | 9 | 10 | 11 | 12 | 13 | 14 | 15 | 16
Giardia kill | 5 | 6 | -11 | 5 | -7 | -6 | 15 | 2
p53 reactivation | -3% | 1% | -13% | -3% | 10% | 15% | 4% | 1%
Menin MLL FP TR | -10% | 0% | -11% | 7% | 13% | -25% | 6% | -3%
VP16 counter | -7% | -14% | -8% | 3%[10 µM] | -2% | -8% | -5% | -13%
BRCA1 expr up | 7% | -4% | 30% | -3% | -2% | 1% | 5% | -3%
ELG1 genotox | 0% | -4% | -2% | 3% | ? | 1% | 1%[9.26 µM] | -5%
RORg inh | 5% | 19% | 13% | -28% | 2% | ? | -17% | ?
NPC1 prom act | -1% | 2% | 1% | -6% | 2% | -4% | 0% | 2%
FLuc counter | 10%[2.3 µM] | 0% | 10% | 1% | 5% | 0% | 1%&-1% | -1%
PKM2 act | 0% | nt | -7% | -2% | -1%[11.5 µM] | -6% | nt | -9%[11.5 µM]
Rab9 promoter act | 2% | -4% | 0% | -3% | 8% | -4% | -6% | -1%

17) CN(Cc1nc2ccccc2[nH]1)Cc1nc(CC2CC2)no1
18) O=C(NN=C1CCCCCC1)c1cc2ccccc2cc1O
19) O=C(NC1CC1)C1=C[C@H](c2ccccc2)C[C@H](OCc2ccc(CO)cc2)O1
20) CCOC(=O)CSc1n[nH]c(=O)n1CCc1ccccc1
21) CC(=O)N1CCC(C(=O)N2CCN(S(=O)(=O)c3ccc(F)cc3)CC2)CC1
22) O=C(OCc1ccccc1F)c1cnc(Cl)c(Cl)c1
23) CCCNS(=O)(=O)c1cccc(C(=O)NC2CCCc3ccccc32)c1 (configuration not stated)
24) Cc1ccc(CSCc2ccc(C(=O)NC3CCCC3)o2)cc1
Assay by compound | 17 | 18 | 19 | 20 | 21 | 22 | 23 | 24
Giardia kill | -7 | -10 | 43[activator] | 5 | ? | -8 | -4 | -22
p53 reactivation | 8% | 1% | 0% | 1% | 1% | 0% | -1% | 10%
Menin MLL FP TR | -7% | ? | -6% | -26% | nt | -14% | 3% | ?
VP16 counter | -20% | ? | -3% | -10% | 0% | 8% | -1% | 7%
BRCA1 expr up | -9% | -15% | 10% | -3% | 13% | -14% | -41% | -5%
ELG1 genotox | 2% | 7% | -4% | -1% | 6% | 0% | 1% | -22%
RORg inh | -1% | ? | 44% | -21% | -6% | 17% | 0% | ?
NPC1 prom act | -1% | -4% | 0% | -4% | 2% | 2% | -1% | -5%
FLuc counter | ? | 17µM* | 2% | 2% | 0% | -14% | -1% | -5%
PKM2 act | 1% | 2% | 1% | nt | nt | 20% | -1% | 2%
Rab9 promoter act | -2% | 7% | 2% | 6%[1.84 µM] | -13% | -5% | -9% | 1%

25) COc1ccccc1/C=N/OCc1ccc(C#N)cc1
26) O=C(Nc1ccc2c(c1)OCO2)c1cccc2c1C(=O)N(C1CCCCC1)C2
27) O=C(Cn1nc(-c2ccccc2)c2ccccc2c1=O)Nc1ccc2c(c1)nc1n2CCOC1
28) CCN(CC)S(=O)(=O)c1ccc(/C=C/C(=O)OCC(=O)c2c(N)n(C)c(=O)n(C)c2=O)cc1
29) Cc1ccc[n+](CC(=O)Nc2ccc(C)c(C)c2)c1
30) CCOC(=O)C1CCN(C(=O)c2cc(S(=O)(=O)N(C)C)ccc2N2CCCC2)CC1
31) O=S(=O)(NCCc1ccc(Cl)cc1)c1cccs1
32) Clc1ccc(OCc2noc(-c3ccsc3)n2)c(Cl)c1
33) Cc1ccc(S(=O)(=O)N2CCOCC2)cc1NC(=O)COc1ccc(-c2nnco2)cc1
34) O=C(Nc1ccc(N2CCOCC2)cc1)c1ccc(Cl)c(S(=O)(=O)N2CCCCC2)c1
Assay by compound | 25 | 26 | 27 | 28 | 29 | 30 | 31 | 32 | 33 | 34
Giardia kill | -14 | 4 | 6 | 9 | 18 | 12 | -14 | 15 | -8 | 13
p53 reactivation | 5% | 10% | -1% | -3% | ? | 6% | -9% | ? | 1% | -6%
Menin MLL FP TR | 26% | 0% | -7% | ? | -8% | nt | nt | nt | -9% | nt
VP16 counter | -7% | -4% | -4% | -6% | 10% | -17% | -2% | 5% | -9% | nt
BRCA1 expr up | -3% | -2% | 51% | 2% | -21% | -18% | 5% | 3.5µM* | 0% | -4%
ELG1 genotox | 2% | 1% | 12% | -6% | 0% | -1% | 5% | ? | -11% | 0%
RORg inh | 10% | -2% | 11% | -16% | -2% | 13% | 24% | 7% | 9% | nt
NPC1 prom act | -4% | -1% | -1% | -3% | 1% | 2% | 1% | 2µM* | -4% | -23%
FLuc counter | -12% | -13% | ? | -3% | -2% | -2% | 4% | 4.3µM* | -12% | 5%
PKM2 act | nt | -32% | -5% | 1% | 0% | 1% | 15% | -5% | 0% | nt
Rab9 promoter act | 0%[1.84 µM] | 3% | 8% | -1% | 0% | -2% | 2% | 4µM* | 0% | -29%

An excerpt of these results, with values under each structure.
The line under a structure holds: Giardia kill | p53 reactivation | Menin MLL FP TR | VP16 counter | BRCA1 expr up | ELG1 genotox | RORg inh | NPC1 prom act | FLuc counter | PKM2 act | Rab9 promoter act
20: CCOC(=O)CSc1n[nH]c(=O)n1CCc1ccccc1
    5 | 1% | -26% | -10% | -3% | -1% | -21% | -4% | 2% | nt | 6%[1.84 µM]
21: CC(=O)N1CCC(C(=O)N2CCN(S(=O)(=O)c3ccc(F)cc3)CC2)CC1
    ? | 1% | nt | 0% | 13% | 6% | -6% | 2% | 0% | nt | -13%
22: O=C(OCc1ccccc1F)c1cnc(Cl)c(Cl)c1
    -8 | 0% | -14% | 8% | -14% | 0% | 17% | 2% | -14% | 20% | -5%
23: CCCNS(=O)(=O)c1cccc(C(=O)NC2CCCc3ccccc32)c1 (configuration not stated)
    -4 | -1% | 3% | -1% | -41% | 1% | 0% | -1% | -1% | -1% | -9%
24: Cc1ccc(CSCc2ccc(C(=O)NC3CCCC3)o2)cc1
    -22 | 10% | ? | 7% | -5% | -22% | ? | -5% | -5% | 2% | 1%
25: COc1ccccc1/C=N/OCc1ccc(C#N)cc1
    -14 | 5% | 26% | -7% | -3% | 2% | 10% | -4% | -12% | nt | 0%[1.84 µM]

Not all compounds are listed; rates above refer to the full screens.
